CXXC DNA block: blocks binding of human MLL CXXC domain to DNA; actives 0.037% (n = 290,000); Q03164; MLL-CXXC / FITC-HOXA9 DNA fluorescence polarization; Potency, µM (highest dose often 115 µM), for inactives: top-dose activity change, negative = inhibition, hits mostly inhibitors; AID 2662; active = well fitted inhibition curve with a large enough effect in the polarisation, with a control signal flat, not every such curve was filed as active; inconclusive = small, poorly fitted or top-dose-only effect, or effect the other way, or a change in a side signal; inactive = no such curve, though single readings can be large or run the other way; the % refers to the polarisation
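Purified MLL-CXXC (added from a 7 uM solution) was preincubated 5 min at ambient with pinned compounds in 50 mM Tris-HCl pH 7.5, 50 mM NaCl, 1 mM DTT, 0.05% BSA. Fluorescein-labeled HOX-A9 DNA (50 nM solution) followed, 30 min, then polarization read.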
MBNL1 CUG block: inhibitors of human MBNL1 binding to CUG repeat RNA. Q9NR56. TR-FRET MBNL1-His/biotin-(CUG)12 binding, 665/545 ratio. Potency, µM (doses to about 57.5 µM), for inactives: at the top dose activity change, negative = inhibition, hits mostly inhibitors. actives 0.036% (n = 280,000). AID 2675; active = well fitted inhibition curve with a large enough effect in the signal ratio, with a control signal flat, not every such curve was filed as active; inconclusive = small, poorly fitted or top-dose-only effect, or effect the other way, or a change in a side signal; inactive = no such curve, though single readings can be large or run the other way; the % refers to the signal ratio; note: % is set by controls: 0 for no effect and ±100 for the full control effect
Target sequence (Q9NR56 whole entry, looked up): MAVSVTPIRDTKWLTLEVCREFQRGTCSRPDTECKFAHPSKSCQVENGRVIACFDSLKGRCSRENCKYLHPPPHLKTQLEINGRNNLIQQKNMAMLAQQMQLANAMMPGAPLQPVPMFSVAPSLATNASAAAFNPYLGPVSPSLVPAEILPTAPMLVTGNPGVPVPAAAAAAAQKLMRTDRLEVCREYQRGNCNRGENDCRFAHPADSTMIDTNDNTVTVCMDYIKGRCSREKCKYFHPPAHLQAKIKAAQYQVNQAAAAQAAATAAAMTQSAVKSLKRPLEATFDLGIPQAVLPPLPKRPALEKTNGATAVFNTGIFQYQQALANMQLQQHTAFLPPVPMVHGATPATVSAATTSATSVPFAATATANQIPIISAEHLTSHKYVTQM
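Compound titration spanned 92 nM–58 uM against the MBNL1-His/biotin-(CUG)12 complex. After 60 min at room temperature with 5 nM streptavidin-XL665 and 0.055 ng/ul terbium anti-His, ratiometric 665/545 nm emission (Ex 340 nm) normalized to controls.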
NPC1 promoter act: activates the NPC1 promoter. Huh7 NPC1 promoter luciferase reporter, 24 h. actives 2.4% (n = 320,000). Potency, µM (top dose mostly 9.22 µM), for inactives: at the highest dose activation, hits mostly activators;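 note: % of control where 0% means no effect; nearly all actives have a fitted effect of over 60% in size; reporter is driven by a mutant NPC1 promoter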
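Quantitative HTS used a cell-based reporter: Huh7 cells stably bearing the NPC1 promoter upstream of luciferase were treated with compounds for 24 h, and promoter activation was read as luminescence.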
RORg inh: ROR gamma (mouse) transcription inhibition; Drosophila S2 Gal4-RORgamma UAS-luciferase reporter, 20 h; Potency, µM (doses to about 53.6 µM), for inactives: at the top dose activity change, negative = inhibition, usual class: inhibitors; actives 5.4% (n = 310,000); AID 2551; note: % is set by controls: 0 for no effect and ±100 for the full control effect; nearly all actives have a fitted effect of over 60% in size
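Read-out: Photinus luciferase luminescence; inhibitors lower reporter signal. Insect Schneider cells with Gal4-ROR gamma fusion under metallothionein promoter, UAS reporter; 700 uM final copper sulfate induction, 20 hr, ambient temperature.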
BRCA1 expr up: increases BRCA1 expression. MCF7-BRCA1-FFLuc reporter, luminescence, 48 h; response scale: scaled: vehicle 0%, 10 µM genistein 100%. actives 1.1% (n = 380,000). Potency, µM (series often up to 46.1 µM), inactives show at the highest dose activation, most hits filed as activators. AID 624202; note: nearly all actives have a fitted effect of over 80% in size; some results filed as inactive show a strong effect at the top dose
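Quantitative HTS in MCF7 cells stably reporting BRCA1 expression via firefly luciferase. Compound treatment lasts 48 h at 37 °C in phenol-red free MEM. Activation is expressed relative to genistein at 10 microM and DMSO.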
uPA generation: blocks generation of uPA at the cell surface | Potency, µM (series often up to 38.3 µM), for inactives: top-dose activity change, negative = inhibition, hits mostly inhibitors | actives 0.31% (n = 330,000) | cell surface uPA generation assay, qHTS; active = well fitted inhibition curve with a large enough effect; inconclusive = small, poorly fitted or top-dose-only effect; inactive = no such curve, though single readings can be large or run the other way; tested in mouse RAW 264.7 cells; note: % is set by controls: 0 for no effect and ±100 for the full control effect; nearly all actives have a fitted effect of over 55% in size
FLuc modulator: firefly luciferase modulation, counter-screen for miR-21 project | actives 6.9% (n = 360,000) | purified FLuc, Km substrates, luminescence inhibition | P08659 | Potency, µM (series often up to 57.5 µM), for inactives: top-dose activity change, negative = inhibition, actives largely listed as inhibitors;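 note: plate controls were vehicle for no effect and reference inhibitor for full effect; nearly all actives have a fitted effect of over 55% in size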
Target sequence (P08659 whole entry, looked up): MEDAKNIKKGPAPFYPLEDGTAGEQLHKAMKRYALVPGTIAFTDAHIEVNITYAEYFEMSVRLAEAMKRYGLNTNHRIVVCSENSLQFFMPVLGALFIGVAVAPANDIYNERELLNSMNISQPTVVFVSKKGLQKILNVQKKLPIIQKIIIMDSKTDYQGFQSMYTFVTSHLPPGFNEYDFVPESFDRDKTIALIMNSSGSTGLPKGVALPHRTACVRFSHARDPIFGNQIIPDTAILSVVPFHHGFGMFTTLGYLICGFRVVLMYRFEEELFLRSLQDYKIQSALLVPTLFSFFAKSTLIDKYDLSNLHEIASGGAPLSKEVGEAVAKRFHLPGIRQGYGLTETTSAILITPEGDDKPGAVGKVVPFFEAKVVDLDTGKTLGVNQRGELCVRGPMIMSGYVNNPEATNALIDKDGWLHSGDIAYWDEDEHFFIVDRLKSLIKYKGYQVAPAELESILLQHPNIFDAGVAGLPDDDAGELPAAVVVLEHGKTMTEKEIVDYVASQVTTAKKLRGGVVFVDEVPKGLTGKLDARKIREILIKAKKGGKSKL
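Purified P. pyralis luciferase (10nM final) with 10uM D-luciferin and 10uM ATP (Km levels) in 50mM Tris acetate pH 7.5, 10mM Mg acetate, 0.01% Tween-20, 0.05% BSA; qHTS 6-point titration, ~60 µM downward; luminescence read.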
VP16 counter: Gal4-VP16 reporter inhibition counter-screen. AID 2546. Drosophila S2 Gal4-VP16 UAS-luciferase, luminescence, 20 h. Potency, µM (top dose mostly 53.6 µM), for the others: top-dose activity, negative = inhibition, most hits filed as inhibitors. actives 3.5% (n = 310,000);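 note: Gal4-VP16 expression switched on by copper sulfate through the metallothionein promoter; % is set by controls: 0 for no effect and ±100 for the full control effect; nearly all actives have a fitted effect of over 50% in size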
ELG1 genotox: induces genotoxicity in HEK293T cells with luciferase-tagged ELG1 | HEK293T ELG1-luciferase reporter, luminescence, 16 h | Potency, µM (top dose mostly 46 µM), without a hit: at the highest dose activity change, positive = activation, most hits filed as activators | actives 1.3% (n = 330,000); note: % of control where 0% means no effect; nearly all actives have a fitted effect of over 60% in size
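HEK293T cells expressing luciferase-tagged ELG1 were exposed to compound or DMSO vehicle for 16 hr at 37 °C and 5% CO2. Luciferase activity was then measured with ONE-Glo after 30 min at room temperature.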
Rab9 promoter act: Rab9 promoter activation. Huh7 Rab9 promoter-luciferase reporter, luminescence, 24 h. Potency, µM (doses to about 9.22 µM), without a hit: top-dose activation, negative = inhibition, most hits filed as activators. AID 485297. actives 2.8% (n = 320,000); note: % of control where 0% means no effect; nearly all actives have a fitted effect of over 60% in size
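Stable Rab9-luc Huh7, 1500 cells/well, 2 h settle; cmpd in DMSO, 24 h, 37 °C/5% CO2; luciferase reagent 10 min RT; luminescence.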
p53 reactivation: re-activators of mutant p53; H1299 p53-A138V BP100-luciferase reporter, luminescence, 24 h; Potency, µM (doses to about 92.2 µM), without a hit: top-dose activity change, positive = activation, actives largely listed as activators; actives 0.063% (n = 320,000); AID 504706; note: % of control where 0% means no effect; nearly all actives have a fitted effect of over 45% in size
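p53-null H1299 cells stably carrying temperature-sensitive p53-A138V and a BP100-luciferase reporter were pinned with compounds (4-point, 1:5 series) and held 24 hrs at 37 deg C. Luminescence was read 10 min after detection reagent.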
Active calls of the source: *; ? = inconclusive; / = not tested or not shown; & = joins results of further samples; [ ] = dose if it differs, or a comment. Unless noted, calls come from the whole dose curve; as a rule, active = well fitted curve in the direction sought with a large enough effect; inconclusive = small, poorly fitted or top-dose-only effect, or another doubt; inactive = no such curve, though single readings can be large; an effect the other way counts as inactive or inconclusive. Potency is the fitted concentration of half-maximal effect. Only part of the results is shown; count on the stated rates, not on these rows.

SMILES	CXXC DNA block	MBNL1 CUG block	NPC1 promoter act	RORg inh	BRCA1 expr up	uPA generation	FLuc modulator	VP16 counter	ELG1 genotox	Rab9 promoter act	p53 reactivation
COc1ccc([N+](=O)[O-])cc1NC(=O)c1cncc(Br)c1	1%	?	-3%	-1%	-13%	3%	0%	-3%	-9%	-1%	4%
COc1cc(S(=O)(=O)N2CCOCC2)cc(C(=O)c2nccn2C)c1OC	-3%	1%	0%	-8%	4%	-7%	6%	7%	0%	6%	-6%
CCCn1c(=O)c2c(c3ccccc31)OCC(=O)N2	14%	-4%	-4%	-21%[0.365 µM]	-26%	0%	4%	/	8%	0%	-2%
Cc1ccc(-c2nn(CCC(=O)NCC3CCCO3)c(=O)c3ccccc23)cc1 (stereo not given)	-3%	-3%	-1%	18%	0%	0%	0%	-5%	0%	-6%	-8%
O=C(COc1ccc2c3c(c(=O)oc2c1)CCCC3)NCCN1CCOCC1	-1%	4%	-4%	-13%	1%	0%	-1%	-4%	0%	-4%	-7%
Cn1cnnc1SC(C(=O)Nc1cccc(C(F)(F)F)c1)c1ccccc1 (stereo not given)	-4%	-3%	3%	28%	-25%	5%	1%	0%	3%	-2%	-8%
CCOc1ccccc1CNC(=O)c1cc2oc3ccccc3c2n1C	19%	0%	-1%	24%	2%	5%	-3%	-2%	-9%	-2%	-1%
COc1ccc(NC(=O)CCC(=O)c2cc(C)sc2C)cc1	/	/	3%	/	-3%	0%	-2%	/	-6%	-3%	3%
CCOCCc1nnc(NC(=O)c2cccs2)s1	2%	7%	-4%	7%	5%	4%	-8%	20%	16%	-3%	?
CCS(=O)(=O)c1ccc2c(c1)N(S(C)(=O)=O)CC(C(=O)NCCOC)O2 (stereo not given)	6%	-1%	1%	-21%	0%	1%	0%	-3%	1%	-2%	-4%
Cc1cc(NC(=O)CSC2=NS(=O)(=O)c3cc(Cl)ccc3N2)no1	/	/	2%	/	2%	5%	?	/	0%	-7%	-5%
COc1ccc(OC)c(NC(=O)C23CCC(C)(C(=O)O2)C3(C)C)c1 (stereo not given)	7%	-5%	-7%	-20%	-4%	-5%	1%	7%	1%	-3%	6%
CCN(Cc1ccccc1)C(=O)c1nn(-c2ccc(OC)cc2)c(=O)c2c1c1ccccc1n2C	-4%	2%	-2%	33%	-57%	-6%	0%&-7%	?	-11%	-7%	-1%
COCCN(C(=O)c1csnn1)C(C(=O)NC1CCCC1)c1ccc(C)cc1 (stereo not given)	2%	-7%	-3%	-12%	11%	1%	3%	-7%	2%	-6%	7%
Cc1ccc(N2C(=O)[C@@H]3[C@H](C2=O)C2c4ccccc4C=NN2[C@@H]3C(=O)c2ccc(Cl)cc2)cc1 (stereo not given in full)	-1%	7%	-2%	13%	-16%	14%	2%	-1%	-5%	-2%	-5%
CSC(=O)NC(=O)NC(=O)c1ccc([N+](=O)[O-])cc1	15%	?	0%	3%	-3%	2%	5%	10%	5%	-4%	4%
N=c1c2c3c(sc2ncn1N)CCCC3	4%	4%	-2%	-39%	0%	0%	4%	-6%	-12%	2%	-4%
Cc1cc(Nc2cccc(Cl)c2)c2ccccc2n1	3%	-1%	-7%	4%	-7%	?	0%	7%	-8%	-6%	/
CNC(=O)c1c[nH]n2c(=O)c(Cc3ccccc3F)c(C)nc12	-15%	11%	0%	-10%	6%	8%	-1%	4%	6%	-2%	-3%
CCC(=O)N/N=C(\C)CC(=O)Nc1cccc([N+](=O)[O-])c1	-1%	0%[11.5 µM]	-5%	20%	-16%	8%	-9%	0%	1%	3%	1%
Cc1nn(C(C)C(=O)NCCCN2CCCCCC2)c(=O)c2c1sc1ccccc12 (stereo not given)	6%	-4%	-5%	-32%	-2%	1%	-1%	1%	0%	-3%	8%
Cc1oc(-c2ccc(Cl)cc2)nc1CS(=O)CC(=O)NC1CCCCCC1 (stereo not given)	10%	0%	0%	3%	-24%	2%	-2%	3%	-7%	-3%	4%
COc1ccc(Oc2c(O)c3ccccc3n(C)c2=O)cc1	-2%	4%[11.5 µM]	-4%	13%	-23%	-6%	-1%	3%	-4%	-1%	1%
O=C(NCC1CCCO1)C(c1ccc(F)cc1)N(Cc1ccc2c(c1)OCO2)C(=O)c1ccc(CN2CCOCC2)o1 (stereo not given)	-10%	7%	-2%	-5%	-11%	5%	-13%	-9%	-1%	?	-3%
Cc1cc(N)n2nc(-c3ccccc3)cc2n1	14%	1%	?	?	-57%	-14%	1.1µM*	?	9.2µM*	0.5µM*	?
CNCC(C)COc1ccccc1OCc1ccccc1 (stereo not given)	12%	-4%	1%	-1%	-4%	0%	8%	0%	-9%	-8%	1%
COc1ccccc1CNS(=O)(=O)N(C)C	-16%	-5%	-2%	4%	-2%	6%	1%	-13%[10 µM]	4%	-4%[1.84 µM]	3%
CC(=O)NNC(=O)CCn1nnc2ccccc21	-1%	-7%	-2%	0%	-1%	4%	0%	2%	1%	-3%	1%
CC(C)C(=O)Nc1ccc2c(c1)nc(CCN1CCN(C)CC1)n2C	19%	-8%	-3%	?	7%	/	6%	0%	-2%	-8%	9%
COc1ccc(-c2c(C#N)c(N)nc(Sc3ccc(Cl)cc3)c2C#N)cc1	2%	?	-12%	7%	-20%	4%	0%	0%	4%	-6%	-5%
COc1ccc(C(=O)CC(=O)C(=O)Nc2ccc([N+](=O)[O-])cc2C)cc1	-7%	10%	-5%	5.6µM*	-15%	6%	0%	11µM*	?	-20%	-3%
COc1ccccc1NC(=O)CCNS(=O)(=O)c1ccc2c(c1)CCN2C(C)=O	1%	-5%	0%	5%	6%	-3%	1%	1%	1%	1%	5%
COc1cccc(NC(=O)C(=O)NCCC2CCCCN2S(=O)(=O)c2cccs2)c1 (stereo not given)	/	/	11%	/	?	-7%	11µM*	/	1%	29%	?
Cn1c(=O)[nH]c(=O)c2c1nc(CN1CCN(Cc3ccccc3)CC1)n2CC(N)=O	6%	1%	-1%	-10%	28%	2%	-2%	-1%	-2%	-6%	0%
Cc1c(Cl)cccc1NC(=O)NNC(=O)CCc1ccccc1	5%	-7%	1%	16%	10%	-3%	3%	3%	-6%	0%	1%
CN1CCc2c(OCC(=O)N3CCC(Cc4ccccc4)CC3)cccc2C1=O	15%	-4%	-7%	45%	-35%	-4%	-2%	-15%	-14%	-11%	5%
Cc1ccc(S(=O)(=O)CCC(=O)N(Cc2nnc(-c3ccc(Cl)cc3)o2)C2CC2)cc1	/	/	9%	/	1%	-11%	?	/	1%	0%	7%
NC(=O)c1oc2ccccc2c1NC(=O)c1ccco1	4%	9%	1%	31%	-38%	?	-17%	23%	-15%	-1%	1%
O=C(Cn1c(O)c(N=NC(=O)c2ccncc2)c2ccccc21)Nc1ccccc1	-6%	-10%	-3%	-11%	-14%	3%	-3%	-1%	11%	-2%	0%
COc1cc(C)ccc1OCCOc1ccccc1Cl	1%	7%	?	7%	?	-8%	19µM*	12%	?	?	14%
COc1ccccc1N/C=C/C(=C(C#N)C#N)N(C)C	-11%	-3%	9%	-8%	-20%	5%	0%	3%	1%	1%	-1%
COc1ccccc1-c1nnc2sc(COc3ccc(F)cc3)nn12	-4%	-13%	0%	26%	-42%	-6%	0%	-5%	-5%	1%	-18%
O=C(NC1c2ccccc2-c2ccccc21)c1ccco1	-2%	-6%	-1%	-1%	-15%	-4%	3%	-8%	-11%	0%	-41%[inhibitor]
CC(OC(=O)c1ccc(S(=O)(=O)NCc2ccco2)cc1)C(=O)Nc1ncc(Cl)cc1Cl (stereo not given)	9%	-3%	0%	-6%	-2%	-1%	-1%	?	-1%	1%	-14%
O=C(Cc1cccs1)NNC(=S)NC(=O)c1ccco1	-4%	/	0%	7.9µM*	-21%	-1%	-12%	19%	-3%	-3%	-1%
CCO[C@@H]1OC(C(=O)NC2CC2)=C[C@H](c2csc3ccccc23)[C@H]1CCCO	-7%	4%	-1%	34%	-8%	1%	-1%	21%	0%	-2%	-8%

2 of these compounds in a different format:
O=C(Cn1c(O)c(N=NC(=O)c2ccncc2)c2ccccc21)Nc1ccccc1
  CXXC DNA block: -6% | MBNL1 CUG block: -10% | NPC1 promoter act: -3% | RORg inh: -11% | BRCA1 expr up: -14% | uPA generation: 3% | FLuc modulator: -3% | VP16 counter: -1% | ELG1 genotox: 11% | Rab9 promoter act: -2% | p53 reactivation: 0%

COc1cc(C)ccc1OCCOc1ccccc1Cl
  CXXC DNA block: 1% | MBNL1 CUG block: 7% | NPC1 promoter act: ? | RORg inh: 7% | BRCA1 expr up: ? | uPA generation: -8% | FLuc modulator: 19µM* | VP16 counter: 12% | ELG1 genotox: ? | Rab9 promoter act: ? | p53 reactivation: 14%

Screens (PubChem)
